# TIM10 inh – growth inhibitors of isogenic TIM10 control yeast, primary screen, counter-screen for tim10-1 yeast inhibitor project, luminescence, uHTS | S. cerevisiae TIM10 strain growth, BacTiter-Glo luminescence, 24 h | inhibition, % at 10 µM | 1.4% of 330,000 active | AID 463195, 2010;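 active means inhibition of 40% or more at the single tested concentration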;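 further: wild-type TIM10 isogenic control strain grown at permissive 25 °C; 0% = DMSO yeast wells and 100% = minimal medium wells without yeast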
# hIAP activ – human IAP activators, primary screen, biochemical, luminescence, uHTS; Intestinal-type alkaline phosphatase (Homo sapiens), P09923; purified human IAP, CDP-Star luminescence, 30 min; active compounds read high; 1 = vehicle-only enzyme, 0 = enzyme-free background; activation factor at 10 µM; 0.16% of 330,000 active; AID 2524, 2010;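 active means activation factor of the enzyme at least 2-fold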; further: the source names both 10 and 20 µM as test concentration; values of inactives mirror those of a sister screen read the other way
# Target sequence (P09923 whole entry, looked up): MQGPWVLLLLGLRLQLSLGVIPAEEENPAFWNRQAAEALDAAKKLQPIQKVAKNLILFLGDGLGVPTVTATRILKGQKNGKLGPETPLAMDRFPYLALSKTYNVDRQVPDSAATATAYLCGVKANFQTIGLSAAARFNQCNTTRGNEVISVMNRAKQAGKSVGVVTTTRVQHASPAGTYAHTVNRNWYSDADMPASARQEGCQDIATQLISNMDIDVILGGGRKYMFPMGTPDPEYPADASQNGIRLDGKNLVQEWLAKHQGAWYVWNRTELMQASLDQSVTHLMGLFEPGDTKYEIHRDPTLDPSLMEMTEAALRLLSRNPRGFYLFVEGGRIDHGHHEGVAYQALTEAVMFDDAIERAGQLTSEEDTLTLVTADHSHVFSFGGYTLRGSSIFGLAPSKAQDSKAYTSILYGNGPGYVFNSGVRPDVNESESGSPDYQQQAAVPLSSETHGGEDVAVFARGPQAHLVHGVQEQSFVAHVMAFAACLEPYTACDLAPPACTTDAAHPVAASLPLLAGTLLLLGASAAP
# ATG4B inh – ATG4B protease inhibitors, primary screen, biochemical, fluorescence, uHTS; inhibition, % at 8.33 µM; Cysteine protease ATG4B (Homo sapiens), Q9Y4P1; 0.51% of 340,000 active; ATG4B cleavage of LC3-PLA2, NBD-HPC fluorescence, 1 h; in the data active means inhibition above about 40%
# Target sequence (Q9Y4P1 whole entry, looked up): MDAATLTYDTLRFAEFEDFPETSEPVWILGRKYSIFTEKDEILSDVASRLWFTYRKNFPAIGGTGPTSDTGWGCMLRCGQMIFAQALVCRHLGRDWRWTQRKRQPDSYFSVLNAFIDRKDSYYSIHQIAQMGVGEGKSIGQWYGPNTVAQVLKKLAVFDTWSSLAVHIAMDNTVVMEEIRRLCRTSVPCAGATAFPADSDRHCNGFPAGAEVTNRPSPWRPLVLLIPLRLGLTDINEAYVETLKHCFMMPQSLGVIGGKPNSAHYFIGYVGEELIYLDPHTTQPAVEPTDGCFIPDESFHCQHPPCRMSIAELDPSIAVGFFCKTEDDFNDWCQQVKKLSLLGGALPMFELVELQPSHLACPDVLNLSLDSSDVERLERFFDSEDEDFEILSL
# NALP3 yeast inh – NALP3 inflammasome inhibitors in reconstituted yeast, primary screen, luminescence, uHTS | Yeast reconstituted NLRP3/ASC/caspase-1, beta-gal luminescence, 24 h | inhibition, % at 10 µM | 0.39% of 330,000 active | AID 2825, 2010;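 active means inhibition of 50% or more; inactive means inhibition below 50%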;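 further: plate controls were induced DMSO wells for no effect and uninduced yeast grown without galactose for full effect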
# hIAP inh – human IAP inhibitors, primary screen, biochemical, luminescence, uHTS. Intestinal-type alkaline phosphatase (Homo sapiens), P09923. purified IAP, CDP-Star luminescence, 30 min. inhibition, % at 10 µM. 0.12% of 330,000 active;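 active means inhibition reaching a set limit with compound at 10 µM in the primary screen, cut at about 35% in these data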;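 further: plate controls were DMSO wells with enzyme for no effect and no-enzyme buffer wells for full effect; values of inactives mirror those of a sister screen read the other way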
# Apaf1 inhib – inhibitors of human Apaf-1 apoptosome, primary screen, biochemical, DEVD-Rh110 fluorescence, uHTS | reconstituted apoptosome caspase-3 activity | inhibition, % at 20 µM | AID 489030, 2010 | 0.71% of 330,000 active | Apoptotic protease-activating factor 1 (Homo sapiens), O14727; active means inhibition of at least 40% at 20 µM;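 further: plate controls were DMSO wells for no effect and DEVD-CHO caspase inhibitor wells for full effect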
#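 Material: reconstituted apoptosome with Apaf-1, cytochrome c, caspase-9, procaspase-3, dATP; medium: pH 7.5 Hepes buffer with CHAPS, BSA, DTT; also added: cytochrome c and DEVD-Rh110 substrate; timing: 30 min plus 50 min, RT; signal: Rh110 fluorescence intensity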
# tim10-1 inh – growth inhibitors of tim10-1 mutant yeast, primary screen, luminescence, uHTS | AID 463190, 2010 | inhibition, % at 20 µM | S. cerevisiae tim10-1 ts strain growth, BacTiter-Glo, 24 h | 2.2% of 330,000 active;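 active means inhibition of at least 40%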;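 further: mutant grown at 25 °C; 0% = DMSO wells with yeast and 100% = wells holding no yeast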
# mIAP act – activators of mouse IAP, primary screen, biochemical, luminescence, uHTS; intestinal alkaline phosphatase [Mus musculus]; muIAP, CDP-Star luminescence, 30 min; active compounds read high; 1 = vehicle-only enzyme signal, 0 = enzyme-free wells; activation factor at 10 µM; 0.24% of 330,000 active;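 active means activation factor of at least 2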; further: the source names both 10 and 20 µM as test concentration; values of inactives mirror those of a sister screen read the other way
#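 System: Mouse IAP enzyme | Also added: CDP-Star substrate | Dosing: Compounds dispensed in DMSO | Schedule: 30 min enzyme-substrate-compound incubation at room temperature | Technique: Chemiluminescence readout | Control set: DMSO-only wells and no-enzyme negative control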
# mIAP inh – inhibitors of mouse IAP, primary screen, biochemical, luminescence, uHTS | 0.2% of 330,000 active | AID 2806, 2010 | purified mouse IAP, CDP-Star luminescence, 30 min | inhibition, % at 10 µM | intestinal alkaline phosphatase [Mus musculus];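 active means inhibition of at least 40% at 10 µM in the primary screen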;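 further: plate controls were DMSO with enzyme for no effect and no enzyme wells for full effect; values of inactives mirror those of a sister screen read the other way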
# Starred values were filed as active, the others as inactive; nt = no result given.
SMILES,TIM10 inh,hIAP activ,ATG4B inh,NALP3 yeast inh,hIAP inh,Apaf1 inhib,tim10-1 inh,mIAP act,mIAP inh
CCOC(=O)C1=CN(Cc2ccco2)S(=O)(=O)NC1c1ccc(Br)cc1F (centres undefined),-11,nt,4,nt,nt,14,20,0.94,6
CC(Sc1nncn1C)C(=O)NCCC1=CCCCC1 (centres undefined),-5,0.95,-1,9,5,-5,-1,0.99,1
NC(=O)c1nsc(C(=O)N(Cc2ccccc2F)C(C(=O)NCC2CCCO2)c2ccc(F)cc2)c1N (centres undefined),0,1,-10,18,-1,13,10,1,-2
COc1ccc(-c2csc3ncnc(N4CCN(CCO)CC4)c23)cc1,5,1.1,18,-3,-5,3,2,0.98,2
CNc1nc(C)cc(C)c1S(=O)(=O)c1ccc(C)cc1,-12,1.1,-6,40,-12,10,0,0.91,9
O=C(CSc1ccc2nnc(CCNC(=O)c3ccccc3)n2n1)Nc1ccccc1,7,0.95,22,19,5,-293,3,0.91,9
Cc1sc(N/N=C/c2cccs2)nc1-c1ccccc1,22,1.1,12,12,-14,-2,26,0.88,12
O=C(CN1c2cccc3cccc(c23)S1(=O)=O)NCc1ccc(Cl)cc1,11,1.1,-14,4,-12,14,4,0.86,14
CCCN1C(=O)C(O)(c2c(C)[nH]c3ccccc23)c2ccccc21 (centres undefined),-5,1.1,1,6,-6,-5,10,1,-4
CCOc1cc(C2CC(=O)c3c(ccc4ccccc34)N2)ccc1O (centres undefined),2,0.83,-3,18,17,14,6,1,-1
COc1ccccc1NC(=O)C(C)OC(=O)CCCOc1ccccc1 (centres undefined),-24,1,1,2,-2,17,-3,1,0
Cc1ccc(C)c(-n2c(SCC(=O)Nc3nnc(C)s3)nnc2-c2ccoc2C)c1,24,0.82,-7,-2,18,12,21,0.96,4
CCCOc1ccc(C(=O)NC(C)C(=O)O)cc1 (centres undefined),-9,0.95,-2,9,5,-9,-5,0.99,1
Cc1cccc(C)c1Nc1nnc(SC(C)C(=O)Nc2c(C)n(C)n(-c3ccccc3)c2=O)s1 (centres undefined),12,1.1,-8,1,-8,14,-3,1,-4
Cc1cc(NC(=O)CSc2nc(C3CC3)nc3sc(C)c(C)c23)no1,15,1,7,4,-3,-7,14,0.96,4
O=C(COc1ccc(Br)cc1)Nc1ccccc1C(=O)NC1CC1,3,0.96,-11,30,4,7,5,1.1,-6
COc1ccc(-c2nc(CN3CCN(Cc4ccccc4)CC3)c(C)o2)cc1,-1,1.1,5,11,-9,-2,-5,0.97,3
Cc1noc(C)c1CN(C(=S)NC1CC1)c1ccccc1,12,0.96,23,2,4,0,13,0.92,8
CCOc1ccc(OCC)c(NC(=O)CSc2nc3cccnc3n2C)c1,7,1.1,2,9,-9,-5,-11,0.98,2
Cc1ccc(NC(=O)c2sc(Cl)nc2-c2ccccc2)cc1C,7,0.92,11,11,8,1,10,0.95,4
O=Cc1ccc(C(=O)OCC(=O)Nc2ccc(F)cc2F)cc1,2,0.82,-1,15,18,-1,-4,0.94,6
CC1CCN(S(=O)(=O)c2ccc3c(c2)N(CC(=O)NCCCN2CCCC(C)C2)C(=O)CS3)CC1 (centres undefined),3,1,-3,6,-2,3,21,0.96,4
CC1(C)CC(=O)C2=C(C1)Nc1ccccc1NC2c1nc2ccccc2[nH]1 (centres undefined),1,0.97,-2,10,3,7,-2,0.86,14
CCOc1ccc(-n2c(SCC(=O)Nc3ccccc3CC)nc3n[nH]c(C)c3c2=N)cc1,-9,1,nt,6,-2,9,23,1.1,-8
COc1ccc(-c2cc3ccc(OCC(=O)NCC4CCC(C(=O)O)CC4)cc3oc2=O)cc1 (centres undefined),0,0.94,-19,19,6,-4,-2,0.93,7
COc1ccc2c(CC(=O)OCC(=O)NC(=O)c3cccn3C)coc2c1,14,1,30,19,-3,-10,17,1,-2
COc1ccc(S(=O)(=O)Cc2ccc(C(=O)N3CCN(Cc4ccccc4)CC3)o2)cc1,17,0.85,-12,3,15,-1,20,0.95,4
CCCc1cc(=O)[nH]c(SCC(=O)NC(=O)c2ccccc2)n1,-3,1.1,-6,-8,-10,-16,5,0.95,5
COc1ccc(NC(=O)Nc2ccc3[nH]ccc3c2)cc1,-10,0.94,-2,16,6,-5,-22,1.2,-20
Cc1ccc2nc(-c3ccc(O)c(O)c3)cn2c1,-7,0.98,-4,1,2,3,15,0.61,39
O=C(Nc1ccc(OC(F)F)cc1)c1ccccn1,-1,1.2,2,-4,-18,-6,15,0.97,3
CC(=O)Oc1ccc2c(C)c(CC(=O)N3CCN(C(=O)C4COc5ccccc5O4)CC3)c(=O)oc2c1C (centres undefined),-8,1.4,-1,-2,-38,1,-31,1.1,-9
O=C(O)C1C2C=CC3(O2)C1C(=O)N1c2ccccc2C2OCCC2C13 (centres undefined),-2,0.91,4,3,9,-6,-14,1,0
CC(C(=O)N1CCCCC1)N(C)CC(=O)Nc1cccc(F)c1 (centres undefined),8,1.1,-4,4,-12,-5,2,0.95,5
N#Cc1cc(C(=O)c2cc(F)ccc2O)cn(-c2nccs2)c1=O,31,0.94,10,3,6,-6,28,0.87,13
O=C(N/C(=C/c1ccc([N+](=O)[O-])cc1)C(=O)N1CCCC1)c1ccccc1,-2,1,-2,15,-3,-1,3,1,-2
C/C(=C\C(=O)c1ccccc1)Nc1ccc2c(c1)OCO2,2,1.1,21,17,-11,0,18,0.93,7
CN(c1ccccc1)S(=O)(=O)c1nnc(NC(=O)COc2ccccc2F)s1,2,1.1,-4,1,-9,-1,24,0.97,3
Cc1ccccc1CN1CCC(N2CCC(C(=O)NCC3CCCO3)CC2)CC1 (centres undefined),4,1.2,-5,-3,-16,-1,0,0.98,2
NNc1nc2c(Cl)ccc(Cl)c2s1,53*,0.96,-6,1,4,-14,58*,0.88,12
O=C(O)C1=CC[C@@H](c2ccc(Cl)cc2)N(S(=O)(=O)c2ccc(Cl)cc2)[C@H]1c1cccc(Cl)c1,-8,1.3,5,5,-32,24,40*,0.94,6
Cc1cc(C)c(NC(=S)N(C)C)c(C)c1,12,1.2,-6,6,-22,-3,-1,0.95,5
c1ccc(OCc2nn3c(-c4ccccn4)nnc3s2)cc1,10,0.97,-12,2,3,3,18,1,-1
CC1(C)CC(NC(=O)c2cc([N+](=O)[O-])cc([N+](=O)[O-])c2)CC(C)(C)N1,9,1.1,6,11,-6,4,-8,0.95,5
O=C(N/N=C/c1ccc[nH]1)c1ccncc1,14,1.1,11,-3,-11,6,17,0.81,20
C=CCOC(=O)C1=C(C)NC(C)=C(C(=O)OCC=C)C1c1ccc(O)cc1,18,0.92,-14,4,8,10,13,1,0
Cc1ccc(CNC(=O)CN2C(=O)NC3(CCCC3)C2=O)cc1,-3,1,1,-35,-1,0,7,0.97,3
Nc1nc(NCCCN2CCOCC2)nc(Nc2ccc(F)cc2)c1[N+](=O)[O-],4,0.99,-9,5,1,-4,2,0.92,8
CCOC(=O)C(C)Sc1nc(-c2ccccn2)ncc1OC (centres undefined),-4,1.1,-1,23,-13,-2,21,0.92,8
CCOc1ccc(Nc2cc(C)nc3ccc(C)cc23)cc1,7,1,2,13,-2,-9,2,1,-2
COc1ccc(CNC(=O)CCNS(=O)(=O)c2cccc3nsnc23)cc1,5,1,1,7,-4,0,-3,1,-4
COc1ccccc1CCNC(=O)C(=O)c1cn(CC(=O)N2CCOCC2)c2ccccc12,14,1.3,-9,13,-26,6,11,0.97,3
O=C(COC(=O)c1ccc(Br)o1)Nc1nc2c(F)c(F)c(F)cc2s1,4,1,-2,-3,-2,-6,2,0.98,2
O=C(CSc1nnc(C2CC2)n1CC1CCCO1)Nc1cccc(Cl)c1 (centres undefined),11,1.1,2,2,-13,9,-12,1.1,-7
COc1ccc(C(=O)c2c(C)c(CCC#N)n3ccccc23)c(OC)c1,6,0.95,2,3,5,0,23,1,-1
COCCn1c(SCC(=O)NC(C)c2ccccc2)nc2ccccc21 (centres undefined),15,1.1,-6,9,-11,8,17,1,0
CCn1c(SCC(=O)NC2CCCCC2)nc2ccccc2c1=O,-4,1,4,10,-2,-3,-9,0.97,3
CC(=O)Nc1ccc(S(=O)(=O)Nc2cccc(-c3ccc4nncn4n3)c2)cc1,-15,1.2,0,6,-22,-9,-1,0.93,7
CCN(CC(=O)Nc1ccc(NC(C)=O)cc1)CC(=O)Nc1ccccc1C(=O)c1ccccc1,6,1.1,-9,9,-10,18,8,0.99,1
COc1cccc(CC(=O)OC(C)C(=O)Nc2ccc(N3CCOCC3)cc2)c1 (centres undefined),-5,1,-6,9,-3,3,8,1,-1

# Reprinted at random: 3 records from the list.
SMILES,TIM10 inh,hIAP activ,ATG4B inh,NALP3 yeast inh,hIAP inh,Apaf1 inhib,tim10-1 inh,mIAP act,mIAP inh
COc1ccc(NC(=O)Nc2ccc3[nH]ccc3c2)cc1,-10,0.94,-2,16,6,-5,-22,1.2,-20
C/C(=C\C(=O)c1ccccc1)Nc1ccc2c(c1)OCO2,2,1.1,21,17,-11,0,18,0.93,7
COc1ccccc1CCNC(=O)C(=O)c1cn(CC(=O)N2CCOCC2)c2ccccc12,14,1.3,-9,13,-26,6,11,0.97,3

# Additional entries
SMILES,TIM10 inh,hIAP activ,ATG4B inh,NALP3 yeast inh,hIAP inh,Apaf1 inhib,tim10-1 inh,mIAP act,mIAP inh
C=CCNC(=O)c1cn(CC)c2cc(N3CCN(C(=O)c4ccco4)CC3)c(F)cc2c1=O,3,1.1,-3,-12,-15,5,18,0.97,3
Cc1cc(C)n2c(SCCC(C)C)nnc2n1,0,1.1,-2,3,-10,-10,5,1,-1
CCOC(=O)c1sc2nc3c(SCC(=O)O)cc(C(=O)c4ccccc4O)cn3c(=O)c2c1C,14,0.89,13,5,11,-189,-11,0.7,30
Cc1nnsc1S(=O)c1ccc(F)cc1 (centres undefined),-16,1,-13,19,-3,4,24,1.1,-15
COc1cc(/C=C2\SC(=S)N(CCC(=O)Nc3ccccc3O)C2=O)cc(OC)c1OC,0,1.1,1,17,-11,9,4,0.81,19
CC(C)(C)CC(=O)Nc1nnc(SCC(=O)NC2CCCCC2)s1,0,1.1,-2,18,-10,-1,-6,1.1,-8
COc1cc2ccccc2cc1C(=O)NCC(c1cccs1)N(C)C (centres undefined),-40,1,1,15,0,8,8,1.1,-12
Cc1cnc(C(=O)OCC(=O)Nc2cc(-c3ccccc3)nn2-c2ccccc2)cn1,0,1.1,-5,20,-13,-5,5,0.87,13
O=C(/C=C/c1ccccc1Cl)Nc1cccc(O)c1,32,1.1,-18,15,-5,13,-10,0.9,10
O=C(O)C1CCN(C(=O)c2ccccc2C(=O)N2CCC(C(=O)O)CC2)CC1,-9,0.92,4,12,8,-5,-13,1,-2

# Compounds as they come; overall some 4.5% were active at least once.
